# bCat nuc transl = alters nuclear translocation of beta-catenin in HeLa cells. immunofluorescence imaging. nuclear translocation activity, % at 5 µM. 190,000 tested, 0.3% active. AID 1665;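 active means nuclear translocation activity above 50% at 5 µM, with a well cell count of 50 or more; inconclusive means wells under 50 cells across six images, flagged as toxic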;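 further: per-cell ratio of nuclear to cytoplasmic median beta-catenin stain intensity; plate controls were DMSO negative control for no effect and GSK-3 inhibitor IX positive control for full effect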
#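 Test system: human HeLa cells, endogenous beta-catenin. Times: 24 h compound exposure, 37°C. Measured by: beta-catenin immunofluorescence imaging with DAPI.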
# MT stabilize HCS = stabilizes microtubules in HeLa cells; 200,000 tested, 0.83% active; % tubulin-high responders, % at 10 µM; HeLa tubulin immunostaining HCS, 24 h; share of cells brighter than vehicle mean+2SD;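 active means plate Z-score above 3 for both tubulin-high and condensed-nucleus cell shares, with cell loss under 80%, at 10 µM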;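 further: anti alpha tubulin signal scored within the nucleus-defined area of each cell; some results filed as inactive read as strong as hits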
# Ins promoter up = MIN6 insulin promoter up-regulation. MIN6 insulin promoter-GFP reporter, high-content imaging; stronger effect = higher value. AID 1625. z-score at 5 µM. 190,000 tested, 0.3% active;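 active means z-score above 3 at 5 µM with at least 500 cells counted in the well; inconclusive means wells under 500 cells, flagged as cytotoxic or low count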
# Autophagy HCS = autophagy modulation, high-content screen | MEF GFP-LC3 puncta imaging; test concentration mostly 10 µM | calls only at 10 µM (by protocol) | 190,000 tested, 0.98% active;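 active means percentage of spot-positive cells more than 3 SD above its plate mean, without a fluorescence outlier flag or 80% toxicity; inconclusive means no clear call, values can overlap the other calls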;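 further: spot-positive cell cutoff set from DMSO-treated cells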
# XIAP antagonists = small molecules displacing peptide from XIAP – biochemical, IAP family, fluorescence polarization (AID 1018). XIAP BIR domain, fluorescence polarization peptide displacement; higher % means a stronger effect. one-dose displacement, % at 20 µM; IC50 in µM for titrated hits. 200,000 tested, 0.007% active; in the data active means displacement above about 50%; further: a part of the inactive calls stands beside numbers as strong as those of hits
# WT yeast gro inh = growth inhibition of WT yeast, mitochondrial fusion screen; mitochondrial fusion phenotypic screen, WT strain; inhibition, % at 10 µM; 190,000 tested, 2.1% active; in the data active means inhibition above about 58%; tested in S. cerevisiae
# Dynein cargo inh = dynein cargo transport inhibition | AID 1381 | 3617.4 mouse cells, GR-EGFP nuclear translocation imaging; test concentration mostly 20 µM; stimulated with dexamethasone, 1 µM; stronger effect = lower value | z-score, hits read low | 220,000 tested, 0.47% active;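 active means plate z-score of nuclear minus cytoplasmic receptor signal below a set negative limit, without overly bright fluorescence or cell loss, cut at about -3.5 in these data, passing the limit was not always enough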;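 further: z-score of nuclear minus cytoplasmic ring GR-EGFP intensity difference per well; some compounds called inactive have numbers as strong as hits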
#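 Schedule: 48 h induction, then 1 h compound, then 30 min agonist, 37 °C. Buffer or medium: tetracycline-free induction medium containing charcoal-stripped FBS. Reagent: 1.0 µM final dexamethasone stimulus. Evaluation: nuclear versus cytoplasmic GR-EGFP signal, averaged per well. Signal: high-content fluorescence imaging after fixation.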
# Lipid droplet = modulators of hepatic lipid droplet formation | 240,000 tested, 0.4% active | inhibition, % at 6.5 µM | AID 1656 | AML12 mouse hepatocytes, oleate lipid droplets, BODIPY imaging;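 active means lipid droplet intensity inhibited by at least 50%, with more than 500 cells counted; inconclusive means wells with under 300 cells, treated as cytotoxic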
#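 Material – mouse AML12 hepatocyte cell line, fixed after treatment · Compound dosing – one dose, 6.5 µM compound · Times – compound with oleate, overnight · Measured by – Image-based BODIPY and DAPI two-channel analysis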
# ER stress rescue = rescue of cells from ER stress-induced death, primary screen, 384-well, CSM14.1, thapsigargin, ATP luminescence (AID 1222); CSM14.1 thapsigargin-induced death rescue, ATP luminescence; higher % means a stronger effect; cellular ATP content (survival), % at 20 µM; hits with a dose series show EC50 in µM; 190,000 tested, under 10 active;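 active means EC50 below 50 µM in the dose-response confirmation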;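 further: death triggered by thapsigargin at about 15 µM added after 2 h compound pretreatment; cell ATP read after overnight thapsigargin exposure of roughly 18 to 22 hours; normalized against plate controls of thapsigargin alone and 5% DMSO vehicle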
# WT yeast gro inh mutant strain = second read-out of WT yeast gro inh, no call of its own (marks repeat the call); inhibition, %; mitochondrial fusion phenotypic screen, mutant strain inhibition
# Dynein cargo inh cytoplasmic EGFP = also measured in Dynein cargo inh; calls as there; z-score; measured here: cytoplasmic GR-EGFP intensity; stronger effect = higher value
# Dynein cargo inh nuclear GR-EGFP = recorded beside Dynein cargo inh, whose call it bears; z-score; measured here: nuclear GR-EGFP intensity;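 lower value marks the stronger effect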
# Dynein cargo inh cell count = second read-out of Dynein cargo inh, no call of its own (marks repeat the call); z-score; measured here: cell count per field
# Ins promoter up cell count = recorded beside Ins promoter up, whose call it bears; cell count; measured here: cytotoxicity, nuclei count;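 total cells summed across four imaged fields per well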
# Lipid droplet cells 6.5 µM = second read-out of Lipid droplet, no call of its own (marks repeat the call); cell count; measured here: cell count, cytotoxicity flag;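 cells counted across two imaged fields per well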
# bCat nuc transl cell count 5 µM = further read-out of bCat nuc transl, marked with its call; cell count; measured here: cell count, cytotoxicity flag
# MT stabilize HCS Hoechst-high % = recorded beside MT stabilize HCS, whose call it bears; % Hoechst-high responders; measured here: nuclear condensation Hoechst responders;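 share of cells brighter than vehicle mean plus two SD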
# MT stabilize HCS cytotoxicity % = recorded beside MT stabilize HCS, whose call it bears; toxicity, %; measured here: cytotoxicity by cell density;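 0% = mean cell density of plate MIN control wells and 100% = no cells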
# Autophagy HCS cell loss 18 h = recorded beside Autophagy HCS, whose call it bears; toxicity, %; measured here: cell loss, nuclei count;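 cell loss after 18 h compound exposure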
# Active calls of the source: *; i = inactive; ? = inconclusive; · = not tested or not shown.
structure	Autophagy HCS cell loss 18 h	WT yeast gro inh	bCat nuc transl	Lipid droplet cells 6.5 µM	bCat nuc transl cell count 5 µM	Dynein cargo inh nuclear GR-EGFP	ER stress rescue	XIAP antagonists	Lipid droplet	Dynein cargo inh cell count	MT stabilize HCS	MT stabilize HCS cytotoxicity %	Autophagy HCS	Ins promoter up	WT yeast gro inh mutant strain	Ins promoter up cell count	Dynein cargo inh	Dynein cargo inh cytoplasmic EGFP	MT stabilize HCS Hoechst-high %
COC(=O)CSc1ncc(C#N)c(N)n1	-3	-1	1.3	·	1111	0.44	3.0%	-1.0%	·	1.2	5.2	7.6	i	0.41	-4	1151	-0.56	-0.19	1.8
O=C(Nc1nncs1)c1ccccc1NS(=O)(=O)c1cccs1	-1	12	·	689	·	0.19	·	-8.7%	-9	0.054	3.4	6.5	i	0.79	-8	1241	-0.4	-0.19	2.0
Cc1nc2c(C)cccc2c2c1COC2	·	·	1.6	690	1349	0.38	·	·	16	0.17	·	·	·	0.17	·	1095	-0.017	-0.23	·
COCCN(C(=O)Nc1ccc(OC)cc1OC)C1CCN(C(C)=O)CC1	-5	-13	-3.0	·	1452	-0.27	2.9%	-3.6%	·	0.9	2.1	5.7	i	0.39	-11	1680	-0.24	-0.15	0.9
Cc1scc(-c2n[nH]c(=S)n2C(C)c2ccccc2)c1C (stereo not drawn)	5	43	0.7	559	493	0.32	-1.1%	-0.7%	-2	-1.1	4.0	3.3	i	-0.66	-8	1026	0.55	-0.2	6.0
CCCS(=O)(=O)N1CCC(C(=O)NCc2ccc(F)cc2)CC1	-7	-5	1.4	756	512	1.4	-1.3%	0.7%	2	-0.93	2.8	8.3	i	-0.19	-17	1150	0.55	-0.23	3.4
O=C(NN=C1CCCC1)c1[nH]c2ccc(Cl)cc2c1-c1ccccc1	·	·	0.7	746	1176	0.16	·	·	-35	-0.38	·	·	·	0.9	·	1394	0.44	-0.27	·
CCn1c(Cc2ccc(OC)cc2)nnc1SCC(=O)Nc1nc2ccccc2s1	-2	2	·	740	·	0.063	-2.5%	-3.4%	10	1.4	4.1	4.7	i	-0.04	-19	1241	0.13	-0.19	1.9
CN(C)CCOC(=O)Cc1ccc(Cl)cc1	4	-13	0.5	894	1156	-0.16	6.2%	-5.8%	12	1.5	3.0	13	i	-0.11	-1	1291	-0.21	-0.28	3.0
CCOC(=O)CCc1c(C)c2ccc(OCC(=O)OC(C)C)cc2oc1=O	33	2	-2.5	597	1097	-0.3	-1.7%	-1.1%	6	1	3.0	8.6	i	0.19	11	1815	-0.48	-0.22	1.5
COc1cc(NC(=O)C2CC2)c(OC)cc1NC(=O)CCC(=O)NC1CCN(Cc2ccccc2)CC1	25	-2	0.4	648	1126	-0.52	-0.9%	-1.9%	-5	0.87	4.1	5.0	i	-0.69	-15	1265	0.18	-0.34	2.0
Cc1ccc(-c2c3c(=O)n(C)c(=O)n(C)c3cn2Cc2cccnc2)cc1	-6	10	·	·	·	0.34	0.8%	-2.6%	·	-0.57	5.1	10	i	-0.29	-1	1219	0.2	-0.29	3.4
O=C(Nc1cc(Cl)ccc1O)c1snnc1-c1ccccc1	-8	-17	·	·	·	-0.43	-1.0%	-3.8%	·	0.63	3.1	6.4	i	·	-11	·	-0.48	-0.19	2.2
CC1CC(C)CN(C(=O)c2ccc(NC(=O)c3ccc(=O)[nH]c3)cc2)C1 (stereo not drawn)	4	-5	-1.3	750	505	2.6	-2.7%	-1.5%	0	-2	3.6	10	i	-0.07	-11	1052	2	0.017	2.8
O=C(c1cccc([N+](=O)[O-])c1)c1cc2ccccc2o1	0	-8	-1.7	658	969	-0.056	3.3%	-8.2%	-4	0.36	2.8	6.0	i	0.19	-1	1298	-0.26	-0.22	1.9
Cc1sc2nc(SCC(=O)N(C)Cc3ccccc3)n(-c3ccccc3)c(=O)c2c1C	-3	18	-3.2	·	963	-0.11	0.0%	-4.8%	·	0.18	3.2	5.6	i	-0.67	8	1116	-0.022	-0.093	2.0
Cc1cc(NS(=O)(=O)c2ccc(NC(=O)c3ccc(Br)o3)cc2)nc(C)n1	1	-6	-1.6	751	1101	-0.29	-12%	-4.0%	2	0.49	2.1	7.3	i	-0.43	-4	1294	-0.32	-0.32	1.8
CCCCc1ccc(NC(=O)c2ccc(N(C)S(C)(=O)=O)cc2)cc1	·	·	1.3	687	1323	0.94	·	·	-2	-0.15	·	·	·	0.1	·	996	0.92	-0.21	·
CC1=C(C(=O)Nc2ccc(Cl)cc2)C(c2cccs2)n2nnnc2N1 (stereo not drawn)	9	2	0.8	·	1311	4.7	-0.7%	-0.4%	·	-2.3	2.4	11	i	-0.16	2	1405	4.6	-0.16	1.0
COc1ncnc2c1sc1nc(-c3ccccc3)c3c(c12)CCCC3	8	11	-0.5	660	1002	0.34	-4.2%	-6.8%	-17	0.42	5.4	8.9	i	0.34	-15	1483	0.41	-0.27	1.7
Cc1cc(C)c2nc(SCc3ccc([N+](=O)[O-])cc3)nc(C)c2c1	3	-8	-0.8	·	1375	-0.26	-0.7%	-3.5%	·	0.4	3.2	1.8	i	-0.72	-11	1568	-0.26	-0.17	2.7
COc1ccc2c(c1OC)C(=O)N1c3ccccc3C(=O)N(c3ccc(F)cc3)C21 (stereo not drawn)	11	5	·	650	·	0.27	·	-2.5%	-6	0.015	3.6	4.3	i	-0.08	5	1372	-0.44	-0.27	1.5
CCOC(=O)C1=C(C)NC(=S)N(C=O)C1c1ccccc1 (stereo not drawn)	6	-9	2.6	699	872	-0.018	0.0%	2.0%	15	-0.43	5.9	8.4	i	·	15	·	-0.5	-0.24	2.5
C/C(=N/N=C/c1ccc(N(C)C)cc1)c1ccccc1	3	-2	·	674	·	0.71	-4.3%	-7.4%	4	-1.5	2.5	5.4	i	0.38	18	1261	2.1	-0.21	4.6
CCN(CC)S(=O)(=O)c1ccc(Cl)c(NC(=O)COC(=O)/C=C/c2cc(OC)c(OC)c(OC)c2)c1	2	-2	0.9	672	984	-0.41	-1.5%	-2.0%	4	-0.027	2.5	7.4	i	?	-22	·	-0.034	-0.12	2.5
CCCC(=O)Nc1sc(C)c(-c2ccc(OC)cc2)c1C#N	-4	-10	0.2	656	1136	-0.67	3.8%	-2.7%	-12	1.7	1.3	7.1	i	-0.6	-4	1552	-0.88	-0.26	2.6
CCO[C@H]1OC(C(=O)NC2CC2)=C[C@@H](C)[C@@H]1CCCO	-42	-13	-0.9	682	1189	0.071	-0.3%	-2.1%	5	0.21	4.5	5.5	i	-0.01	5	1485	-0.38	-0.3	1.2
CCOc1ccccc1NS(=O)(=O)c1cccc2nsnc12	11	1	-0.3	796	1184	-0.22	-3.3%	-21%	2	0.18	0.7	9.2	i	-0.09	9	892	-0.14	-0.14	0.5
COc1cc(OC)c(C2N(c3ccc(Cl)c(Cl)c3)C(=O)C3CCCN32)cc1OC (stereo not drawn)	4	15	-1.1	·	948	0.22	0.0%	-11%	·	-0.025	3.0	4.5	i	0	3	1496	0.75	-0.35	1.5
CC(C)(C)C1=CC(=O)C(N2CCOCC2)=CC1=O	6	2	-1.6	664	1009	-0.31	0.6%	-1.8%	15	0.12	2.2	5.2	i	0.04	20	1206	-1.1	-0.11	1.7
C=CCOc1cccc(C2C(C(=O)c3ccco3)=C(O)C(=O)N2Cc2ccncc2)c1 (stereo not drawn)	-8	-17	·	733	·	-0.033	-1.9%	-6.6%	8	0.12	1.5	6.2	i	0.44	-15	1299	-0.53	-0.17	1.4
COc1ccc(N2C(=O)N(Cc3cccc(F)c3)c3ccccc3S2(=O)=O)cc1	16	11	2.0	719	1283	0.31	·	-1.5%	-1	0.63	2.8	4.4	i	-0.49	-6	1291	0.78	-0.25	2.5
O=C(COc1ncnc2scc(-c3ccccc3)c12)NCCN1C(=O)CSC1=O	-5	-8	-1.9	710	1099	0.41	-0.9%	-7.7%	17	0.04	2.2	11	i	0.16	8	1279	0.23	-0.17	2.5
O=C(Cn1[nH]c(=O)c2ccccc2c1=O)NCc1cccnc1	-43	-14	0.0	·	745	-0.096	1.1%	-4.8%	·	0.36	4.5	2.0	i	0.48	2	1097	0.18	-0.43	1.5
CC(=O)Nc1nc(-c2ccccc2)nc(C)c1C(C)=O	4	13	·	715	·	-0.65	-3.0%	-16%	-17	1.1	3.4	8.0	i	0.31	4	1240	-0.23	0.21	1.7
Cc1cc(C)n(C(=O)c2ccc([N+](=O)[O-])cc2N)n1	4	-8	-1.2	639	1100	-0.47	-0.3%	-4.5%	7	1.5	1.3	4.3	i	0.65	13	1216	-0.77	0.67	1.9

# Screening results as filed in PubChem BioAssay.
